SENP6 inh – SENP6 protease inhibition. Recombinant SENP6 catalytic domain, aminoluciferin luminescence. inhibition, % at 10 µM. 330,000 compounds, 1.8% hits. AID 2599. Q9GZR1;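 active = inhibition above about 50% at the single tested dose, limit read from the data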;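 also: plate controls were DMSO wells with enzyme for no effect and DMSO wells lacking enzyme for full effect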
Target sequence (Q9GZR1 628-1112 limits assumed): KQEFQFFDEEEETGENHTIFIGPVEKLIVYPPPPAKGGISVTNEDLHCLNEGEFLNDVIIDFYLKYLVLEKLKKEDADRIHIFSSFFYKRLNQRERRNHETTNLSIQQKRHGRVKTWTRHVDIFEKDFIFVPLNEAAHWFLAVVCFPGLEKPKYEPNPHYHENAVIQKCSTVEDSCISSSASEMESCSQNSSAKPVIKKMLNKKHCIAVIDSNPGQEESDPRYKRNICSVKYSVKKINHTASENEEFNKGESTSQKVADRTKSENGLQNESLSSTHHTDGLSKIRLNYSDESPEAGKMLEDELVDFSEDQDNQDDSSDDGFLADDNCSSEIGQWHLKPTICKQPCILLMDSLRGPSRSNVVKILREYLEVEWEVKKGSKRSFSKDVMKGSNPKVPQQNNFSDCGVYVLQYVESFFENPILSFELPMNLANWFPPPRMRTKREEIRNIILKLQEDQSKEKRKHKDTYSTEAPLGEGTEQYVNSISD
SENP8 block-1 – inhibitors of human SENP8 protease. Q96LD8. recombinant SENP8, Nedd8 substrate fluorescence. inhibition, % at 20 µM. 360,000 compounds, 0.64% hits. AID 602440; in the data active = inhibition mostly above about 40%, no sharp cut-off; inactive = mostly below about 27%
NLRP3 yeast inh – blocks the NALP3 inflammasome reconstituted in yeast; Yeast reconstituted NLRP3/ASC/caspase-1, beta-gal luminescence, 24 h; inhibition, % at 10 µM; 330,000 compounds, 0.39% hits; AID 2825;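 active = inhibition of 50% or more; inactive = inhibition below 50%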;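 also: plate controls were induced DMSO wells for no effect and uninduced yeast grown without galactose for full effect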
Apaf-1 inh – human Apaf-1 inhibition | reconstituted apoptosome caspase-3 activity, DEVD-Rh110 fluorescence | inhibition, % at 20 µM | O14727 | 330,000 compounds, 0.71% hits; active = inhibition of at least 40% at 20 µM;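 also: plate controls were DMSO wells for no effect and DEVD-CHO caspase inhibitor wells for full effect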
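Medium: Hepes buffer, pH 7.5 / System: biochemical Apaf-1 apoptosome reconstitution / Measured by: Rh110 fluorescence, excitation 480 nm, emission 540 nm / Times: compound with Apaf-1, dATP, procaspase-3 30 min, then 50 min reaction, room temperature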
SENP1 inh – SENP1 (human) catalytic domain inhibition. Q9P0U3. 360,000 compounds, 0.21% hits. inhibition, % at 10 µM. recombinant SENP1 catalytic domain, CyPet-SUMO1-YPet FRET cleavage;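 active = inhibition at least 30% at 10 µM, raw YFP signal under a set limit, fluorescence ratio 0.5 to 1.5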;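 also: 0% = enzyme with DMSO and 100% = no enzyme wells; some results filed as inactive read as strong as hits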
Target sequence (Q9P0U3 419-644 limits assumed): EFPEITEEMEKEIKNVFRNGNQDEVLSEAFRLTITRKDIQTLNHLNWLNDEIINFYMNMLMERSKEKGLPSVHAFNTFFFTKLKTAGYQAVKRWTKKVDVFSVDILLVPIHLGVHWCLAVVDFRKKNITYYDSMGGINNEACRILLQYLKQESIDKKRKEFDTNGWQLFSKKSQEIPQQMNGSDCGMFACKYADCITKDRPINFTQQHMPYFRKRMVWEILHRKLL
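System: Recombinant human SENP1 catalytic domain, His6-tagged | Incubation: Enzyme reaction for 50 min at room temperature, dark | Medium: Tris pH 8 with BME, BSA, NP40 and catalase | Also added: 25 nM SUMO1 FRET substrate | Compound: 10 µM single point, 0.5% DMSO | Measured by: FRET fluorescence in CFP and YFP emission channels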
SENP8 block-2 – inhibitors of human SENP8 protease; AID 2540; inhibition, % at 10 µM; purified SENP8, Z-RLRGG-aminoluciferin cleavage, luminescence; Q96LD8; 330,000 compounds, 1.2% hits; in the data active = inhibition above about 50%
SENP7 inh – SENP7 protease inhibition; Q9BQF6; recombinant SENP7, Z-RLRGG-aminoluciferin luminescence, 40 min; inhibition, % at 5 µM; 330,000 compounds, 1.5% hits;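 active = inhibition above about 50% at the single test dose, limit read from the data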;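 also: plate controls were DMSO with enzyme for no effect and no enzyme buffer wells for full effect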
Target sequence (Q9BQF6 706-1050 limits assumed): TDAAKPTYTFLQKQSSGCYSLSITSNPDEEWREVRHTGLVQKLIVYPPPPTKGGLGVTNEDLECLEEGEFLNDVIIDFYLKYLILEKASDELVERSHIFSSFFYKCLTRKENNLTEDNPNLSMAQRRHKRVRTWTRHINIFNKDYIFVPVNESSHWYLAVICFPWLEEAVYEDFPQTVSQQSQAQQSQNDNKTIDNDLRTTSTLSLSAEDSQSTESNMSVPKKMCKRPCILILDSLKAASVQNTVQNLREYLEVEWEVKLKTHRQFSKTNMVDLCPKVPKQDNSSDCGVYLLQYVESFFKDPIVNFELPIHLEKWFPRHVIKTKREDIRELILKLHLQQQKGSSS
PfG6PD inh – PfG6PD (Plasmodium falciparum) enzyme inhibition. inhibition, % at 20 µM. 350,000 compounds, 0.78% hits. PfGluPho enzyme, NADPH resazurin-diaphorase fluorescence;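 active = inhibition reaching at least a set limit at 20 µM in the primary screen, cut at about 59% in these data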;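 also: 0% = DMSO wells with substrate and 100% = DMSO wells lacking glucose-6-phosphate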
HKDC1 inh – HKDC1 (human) hexokinase inhibition. recombinant HKDC1, G6PDH/diaphorase resazurin coupled fluorescence. inhibition, % at 20 µM. 340,000 compounds, 0.16% hits;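 active = inhibition above about 35% when tested at 20 µM, limit read from the data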;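 also: plate controls were DMSO wells with enzyme for no effect and DMSO wells lacking enzyme for full effect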
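Assay system: recombinant HKDC1 hexokinase; detection: coupled resazurin fluorescence, excitation 525 nm, emission 613 nm; benchmarks: DMSO-plus-enzyme-mix negative control, buffer-substituted positive control; compound dosing: single 20 µM dose; schedule: 90 min at room temperature in dark; also added: glucose plus 1 mM ATP as hexokinase substrates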
* = called active by the depositor; · = no result given.

SMILES | SENP6 inh | SENP8 block-1 | NLRP3 yeast inh | Apaf-1 inh | SENP1 inh | SENP8 block-2 | SENP7 inh | PfG6PD inh | HKDC1 inh
COc1cc(C2NC(=O)N(C)C3=C2C(=O)CCC3)cc(OC)c1OC (stereo unspecified) | 5 | 14 | 20 | -21 | 2 | -1 | 2 | -15 | 9
COC(=O)C1=NNC2C(=O)N(C3CCCCC3)C(=O)C12 (stereo unspecified) | -18 | 13 | -5 | -4 | 1 | 7 | 7 | 5 | -6
Cc1nc2nc(SCc3nc4ccccc4[nH]3)[nH]c2cc1Br | -10 | -20 | 10 | -10 | -13 | -2 | 0 | -27 | -4
CC(C)(C)c1nc(N)nc(=O)[nH]1 | 4 | 26 | 18 | -5 | -1 | 0 | 6 | -16 | -2
O=C1NC2(CCCCC2)C(=O)N1/N=C/c1ccc(O)cc1O | -20 | -10 | 1 | -4 | -4 | -6 | 5 | 3 | 4
O=C1CSC(c2ccc(F)cc2)N1c1ccccc1F (stereo unspecified) | -1 | 13 | 11 | 5 | 2 | -5 | 2 | 4 | -7
COc1cc(NC(=O)c2cc(Br)cc(C)c2OC)ccc1NC(=O)C(C)C | 4 | -3 | 33 | 3 | 3 | 2 | 10 | 0 | 17
CCc1nc2c(c(=O)c3ccccc3n2C)c(=O)n1C1CCCCCC1 | -18 | 2 | 38 | 20 | -48 | -5 | -6 | -7 | 1
CCOC(=O)C1CCCN(C(=O)COc2ccc(C(=O)c3ccccc3)cc2)C1 (stereo unspecified) | 1 | 7 | -4 | 10 | 2 | 10 | -1 | -4 | -3
O=C1CCN(Cc2ccccc2)C=C1c1cccc(O)c1 | -4 | -7 | 4 | -5 | -4 | -4 | 0 | 1 | -2
COc1ccc(/C=N/n2c(=O)[nH]c3c([nH]c4ccc(C)cc43)c2=O)cc1CN1CCOCC1 | · | -268 | · | · | 2 | · | · | -3 | 0
O=C(c1cccnc1)N1CCC(Oc2ccc(C(=O)N3CCCC(O)C3)cc2)CC1 (stereo unspecified) | -1 | -6 | 11 | -1 | 2 | -4 | 5 | -3 | -13
CCC1(c2ccc(F)cc2)NC(=O)N(CC(=O)NCc2ccccc2Cl)C1=O (stereo unspecified) | -21 | 28 | 6 | 4 | 1 | 0 | -4 | 0 | 0
O=C(COc1ccc(Cl)cc1)NNC(=O)c1ccccn1 | -3 | 13 | 9 | 11 | 2 | -8 | -5 | -22 | -7
CCOCCn1c(CN2CCOCC2)nc2c1c(=O)[nH]c(=O)n2C | -20 | 10 | 6 | 6 | 1 | -11 | 11 | 7 | -6
O=C(c1ccco1)N1CCN=C1SCc1c(F)cccc1Cl | 2 | 21 | -5 | 1 | 1 | 2 | 1 | -31 | 2
COc1ccc(CN(C)CC(=O)Nc2cccc(S(=O)(=O)N(C)c3ccccc3)c2)c(OC)c1 | 0 | 15 | 25 | 13 | 1 | 7 | 9 | 25 | 2
Cc1ccc(C(=O)COc2cc(C)nc3nncn23)cc1 | -20 | 9 | 8 | 3 | 0 | -9 | -6 | -10 | -2
N#CCNC1CC(=O)N(c2ccc(F)cc2)C1=O (stereo unspecified) | 12 | 10 | 12 | -6 | 2 | -2 | 3 | 2 | -2
CS(=O)(=O)c1ccc(-c2cccc(NC(=O)c3ccco3)c2)nn1 | -8 | 11 | 1 | 1 | 2 | 3 | -4 | -10 | -2
COc1ccc(C(=O)c2c3ccccc3[n+]([O-])n2CCC(N)=O)cc1 | -15 | 5 | -3 | 0 | 2 | 1 | -2 | 4 | 0
COc1ccc(CCNC(=O)C2CCCN2S(=O)(=O)c2cccc3nsnc23)cc1OC (stereo unspecified) | 1 | 9 | -12 | -13 | 0 | -5 | -3 | -9 | -6
O=C(O)c1cccc(NC(=S)NC(=O)c2cncc(Br)c2)c1 | -8 | -2 | 23 | -9 | 3 | 4 | 2 | -20 | 1
O=C(NCc1n[nH]c(=S)n1-c1ccccc1)c1ccco1 | 2 | 3 | 15 | 2 | 0 | -4 | -5 | 34 | -12
Cc1ccc(S(=O)(=O)N2CCN(C(=O)c3ccccc3)C2)cc1[N+](=O)[O-] | -12 | 14 | 24 | 5 | 0 | -11 | -8 | 16 | -9
SMILES | SENP6 inh | SENP8 block-1 | NLRP3 yeast inh | Apaf-1 inh | SENP1 inh | SENP8 block-2 | SENP7 inh | PfG6PD inh | HKDC1 inh
O=C(Nc1nnc(COc2ccc(Cl)cc2)s1)C1CCCO1 (stereo unspecified) | -11 | 20 | 28 | 4 | 3 | -7 | -9 | 54 | -1
Nc1ccccc1-c1nc2ccccc2s1 | 76* | -437 | 9 | 12 | -115 | 54* | 59* | 13 | 0
CCN1C(=O)[C@H]2[C@@H](c3ccc(-c4ccc(F)cc4)cc3)N[C@@](C)(C(=O)OC)[C@H]2C1=O | -9 | 12 | 8 | 7 | -2 | 1 | 3 | 2 | 0
CC(C)(C)OC(=O)N[C@H]1C=C[C@H](OC(=O)CC(=O)OCC(F)(F)F)C1 | · | 16 | · | 13 | 3 | · | 1 | 1 | -9
Cc1cccc(OCc2nnc(SCC(=O)N(C(C)C)C(C)C)n2Cc2ccco2)c1C | -14 | 10 | 5 | 14 | 1 | 3 | 1 | 3 | -2
CCN(CC)S(=O)(=O)c1ccc(/C=C/C(=O)Nc2ccc(N3CCOCC3)cc2)cc1 | -4 | 42* | 4 | 6 | 5 | -8 | -2 | 10 | 0
O=C(O)CC(NC(=O)C12CC3CC(CC(C3)C1)C2)c1ccc(OC2CCCC2)cc1 (stereo unspecified) | 4 | 0 | -8 | 9 | 2 | -1 | 2 | -5 | -9
CN(Cc1ccccc1)C(=O)CN1C(=O)NC(C)(c2ccc(C(C)(C)C)cc2)C1=O (stereo unspecified) | -16 | 9 | 11 | 42* | 0 | -9 | -7 | 16 | -1
CSCCC(NC(=O)c1ccccc1Br)C(=O)NCC(c1ccco1)N1CCCCC1 (stereo unspecified) | -20 | 3 | 13 | 5 | -4 | -14 | 7 | -17 | 2
COC(=O)C1=C(C)N(c2ccccc2)C(=S)NC1c1ccccc1C(F)(F)F (stereo unspecified) | -16 | 21 | 4 | 22 | 2 | 2 | 3 | 15 | -2
O=C1/C(=C/c2cccs2)Sc2ccccc21 | 86* | -213 | 23 | 6 | -83 | 81* | 93* | -16 | 11
O=C1[C@@H]2C(c3ccc(F)cc3)=NO[C@@H]2C(=O)N1Cc1ccccc1 | -3 | 29 | -2 | -21 | 1 | -2 | -1 | 2 | -1
COc1cc(C(=O)N2c3ccccc3CC2C)cc(OC)c1OC (stereo unspecified) | 8 | 14 | 20 | -1 | 0 | -7 | -11 | -22 | 6
O=c1[nH]c2ccccc2n1Cc1ccc(F)cc1 | -6 | 7 | 3 | 4 | 1 | -1 | 15 | -4 | -2
Cc1c(NC(=O)CN2C(=O)C(=O)c3ccccc32)c(=O)n(-c2ccccc2)n1C | 2 | 9 | 12 | -5 | 2 | -8 | -2 | -10 | 6
O=C1CN(C(=O)c2cc(Br)c(Br)s2)c2ccccc2N1 | -7 | -2 | 21 | 8 | -2 | -5 | 0 | -3 | 8
CCCCCSc1nnc(-c2cc(Br)ccc2N)c(=O)[nH]1 | 7 | 29 | 26 | 13 | 9 | -9 | 2 | -45 | 2
Cc1cc(C)cc(C(=O)OCC(=O)NCc2cccs2)c1 | -3 | 19 | 33 | -1 | 2 | 4 | 3 | -11 | -5
CCCN(CC(=O)Nc1cccc(Br)c1)CC(=O)Nc1ccc(F)c(F)c1F | -9 | 12 | 9 | 18 | 1 | -3 | 0 | 26 | 10
O=C(CSc1nnc(-c2ccncc2)n1Cc1ccco1)Nc1ccccc1F | 6 | 12 | 14 | 8 | 0 | 4 | 4 | 1 | -8
O=C(CSc1ncccn1)NCc1ccc(F)cc1 | -30 | 6 | 18 | 0 | -2 | -1 | 12 | -9 | 11
COc1ccc(Cl)cc1NC(=O)CN(C1CCCCC1)S(C)(=O)=O | -2 | 27 | 7 | 9 | 1 | 2 | 0 | 3 | -2
CC(Nc1ccc(Br)cn1)c1cc(Cl)ccc1O (stereo unspecified) | · | 8 | · | · | 0 | · | · | 23 | 9
COc1ccc(S(=O)(=O)N2CCN(C(=O)c3ccco3)CC2)cc1OC | -2 | 11 | 6 | -6 | 2 | 0 | 11 | -25 | -5
CN(Cc1ccccc1)S(=O)(=O)c1ccc(N2CCOCC2)nc1 | -14 | -36 | 25 | -5 | 2 | -6 | 8 | 20 | -3

Compound profiles (already shown). Values in the order: SENP6 inh	SENP8 block-1	NLRP3 yeast inh	Apaf-1 inh	SENP1 inh	SENP8 block-2	SENP7 inh	PfG6PD inh	HKDC1 inh
O=C1[C@@H]2C(c3ccc(F)cc3)=NO[C@@H]2C(=O)N1Cc1ccccc1 across the screens: -3	29	-2	-21	1	-2	-1	2	-1
O=C(CSc1ncccn1)NCc1ccc(F)cc1 across the screens: -30	6	18	0	-2	-1	12	-9	11
O=C1CN(C(=O)c2cc(Br)c(Br)s2)c2ccccc2N1 across the screens: -7	-2	21	8	-2	-5	0	-3	8

An excerpt of these results, with values under each structure.
Values run as follows: SENP6 inh	SENP8 block-1	NLRP3 yeast inh	Apaf-1 inh	SENP1 inh	SENP8 block-2	SENP7 inh	PfG6PD inh	HKDC1 inh
- Cc1c(NC(=O)CN2C(=O)C(=O)c3ccccc32)c(=O)n(-c2ccccc2)n1C
    2	9	12	-5	2	-8	-2	-10	6
- O=C1CN(C(=O)c2cc(Br)c(Br)s2)c2ccccc2N1
    -7	-2	21	8	-2	-5	0	-3	8

Continued.
SMILES | SENP6 inh | SENP8 block-1 | NLRP3 yeast inh | Apaf-1 inh | SENP1 inh | SENP8 block-2 | SENP7 inh | PfG6PD inh | HKDC1 inh
CCCc1cc(=O)[nH]c(SCC(=O)Nc2ccc3ccccc3c2)n1 | -17 | 2 | 8 | 5 | 0 | -7 | -6 | -16 | 0
COc1cccc2c(=O)n(CC(=O)Nc3ccc(F)cc3F)ccc12 | -7 | -117 | 18 | 10 | -1 | -9 | 8 | 0 | -6
O=C(CNc1ccccc1)N/N=C/c1ccc([N+](=O)[O-])cc1 | 5 | 34 | 1 | -2 | 1 | -9 | -8 | 16 | -13
O=C1NC[C@H](c2ccccc2)N(CCC23CC4CC(CC(C4)C2)C3)C1=O | 5 | 3 | 13 | 20 | 0 | 13 | -3 | -3 | -2
COc1ccc(NC(=O)CSc2ncnc3c2nnn3-c2ccc(F)cc2)c(OC)c1 | 7 | 5 | 25 | 4 | -55 | -7 | 5 | 5 | -6
O=[N+]([O-])c1ccc(NC(=S)NCc2ccncc2)cc1 | -16 | 14 | 12 | 7 | 0 | -9 | -8 | 2 | -9
COc1ccc(C(C)NC(=O)Cc2ccc(Br)cc2)cc1 (stereo unspecified) | 1 | 11 | 16 | 9 | -1 | 3 | -3 | -12 | -5
CCOC(=O)c1sc(NC(=O)CCCCCN2C(=O)c3cccc4cccc(c34)C2=O)nc1C | · | -33 | · | · | 0 | · | · | 3 | -5
O=c1cc(N2CCCCC2)c(-c2ccccc2)nn1Cc1cccc(Cl)c1 | -6 | 9 | 28 | 21 | 2 | -1 | 2 | -20 | 2

Three compounds from above, sorted by the value under SENP6 inh, smallest number first.
| Structure | SENP6 inh |
| --- | --- |
| O=c1cc(N2CCCCC2)c(-c2ccccc2)nn1Cc1cccc(Cl)c1 | -6 |
| O=C1NC[C@H](c2ccccc2)N(CCC23CC4CC(CC(C4)C2)C3)C1=O | 5 |
| COc1ccc(NC(=O)CSc2ncnc3c2nnn3-c2ccc(F)cc2)c(OC)c1 | 7 |
